Pf growth 48h: Primary qHTS for delayed death inhibitors of the malarial parasite plastid, 48 hour incubation; P. falciparum luciferase growth in erythrocytes, 48 h; Potency, µM (highest dose often 28.7 µM), for the others: at the top dose activity change, negative = inhibition, actives largely listed as inhibitors; 310,000 compounds, 5.9% hits; AID 504832, 2011; note: potency is the fitted concentration of half-maximal effect; % is set by controls: 0 for no effect and ±100 for the full control effect
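In quantitative HTS format, infected erythrocytes bearing luciferase-reporter parasites were treated for a single generation at 37 C. Luminescence after adding detection reagent served as the growth measure.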
Cycloheximide cs: Cycloheximide Counterscreen for Small Molecule Inhibitors of Shiga Toxin. max response, %. 300,000 compounds, 12% hits. cell reporter, cycloheximide protein synthesis inhibition counterscreen; in the data active = max response mostly above about 13%, no sharp cut-off; inactive = mostly below about 14%; note: read at 38.3 µM for the half of the compounds with a filed dose; 0% is about no effect
Shiga inhibitor: A qHTS for Small Molecule Inhibitors of Shiga Toxin. AID 2315, 2010. 290,000 compounds, 9.2% hits. Vero cells, Shiga toxin protein synthesis inhibition reporter. inhibition, % at 38.7 µM; in the data active = inhibition mostly above about 28%, no sharp cut-off; inactive = mostly below about 43%; note: 0% is about no effect
LmPK inhibitor: qHTS Assay for Inhibitors of Leishmania Mexicana Pyruvate Kinase (LmPK). Potency, µM (series often up to 57.5 µM), for the others: top-dose activity change, negative = inhibition, most hits filed as inhibitors. purified LmPK, Kinase-Glo ATP luminescence, 1 h. Q27686. 290,000 compounds, 0.37% hits; note: potency is the fitted concentration of half-maximal effect; % is set by controls: 0 for no effect and ±100 for the full control effect
Target sequence (Q27686 whole entry, looked up): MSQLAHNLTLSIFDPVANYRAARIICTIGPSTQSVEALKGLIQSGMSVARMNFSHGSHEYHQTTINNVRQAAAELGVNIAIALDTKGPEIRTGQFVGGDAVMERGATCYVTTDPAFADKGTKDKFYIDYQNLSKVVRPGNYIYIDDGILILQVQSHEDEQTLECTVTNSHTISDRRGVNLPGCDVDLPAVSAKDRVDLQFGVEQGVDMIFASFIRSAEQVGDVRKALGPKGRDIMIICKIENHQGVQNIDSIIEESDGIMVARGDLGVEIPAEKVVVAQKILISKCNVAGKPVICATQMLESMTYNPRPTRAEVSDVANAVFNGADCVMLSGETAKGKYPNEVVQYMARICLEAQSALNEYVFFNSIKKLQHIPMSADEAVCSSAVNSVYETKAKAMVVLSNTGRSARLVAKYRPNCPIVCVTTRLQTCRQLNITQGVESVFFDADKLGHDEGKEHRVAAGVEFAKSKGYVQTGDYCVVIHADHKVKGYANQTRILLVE
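Screened at intermediate enzyme activity to detect both inhibitors and activators: LmPK at 0.1 nM, with a 0.5 nM enzyme column as activation reference. PEP 0.5 mM, ADP 0.1 mM; ATP detected by luminescence after 1 h.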
AmpC inh no detg: qHTS Inhibitors of AmpC Beta-Lactamase (assay without detergent); AmpC nitrocefin hydrolysis, absorbance 480 nm, 0.0001% Triton; Potency, µM (titrated, usually from 57.1 µM), for inactives: at the highest dose activity change, negative = inhibition, actives largely listed as inhibitors; 330,000 compounds, 0.52% hits;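 note: potency is the fitted concentration of half-maximal effect; plate controls were no compound for no effect and no enzyme for full effect; nearly all actives have a fitted effect of over 20% in size; some results filed as inactive show a strong effect at the top dose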
Target sequence (P00811 whole entry, looked up): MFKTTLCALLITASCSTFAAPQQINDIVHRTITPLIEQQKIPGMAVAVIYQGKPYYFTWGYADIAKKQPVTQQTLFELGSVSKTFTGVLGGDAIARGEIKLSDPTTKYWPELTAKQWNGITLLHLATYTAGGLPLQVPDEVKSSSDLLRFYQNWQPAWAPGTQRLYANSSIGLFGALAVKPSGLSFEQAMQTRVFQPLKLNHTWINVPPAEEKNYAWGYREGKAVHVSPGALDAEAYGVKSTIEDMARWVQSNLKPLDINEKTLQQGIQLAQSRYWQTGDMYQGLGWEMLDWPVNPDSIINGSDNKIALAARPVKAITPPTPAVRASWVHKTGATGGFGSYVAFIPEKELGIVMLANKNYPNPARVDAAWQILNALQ
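AmpC (5.3 nM in the dispensed reagent) in 20 mM phosphate pH 7.0 with 0.01% (detergent screen) or 0.0001% Triton X-100 was preincubated with compounds for 15 min at room temperature. Nitrocefin was then added from an 800 uM solution, and hydrolysis was followed at 480 nm.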
Pf growth 96h: Primary qHTS for delayed death inhibitors of the malarial parasite plastid, 96 hour incubation. 320,000 compounds, 6.9% hits. Potency, µM (series often up to 28.7 µM), without a hit: at the top dose activity change, negative = inhibition, actives largely listed as inhibitors. P. falciparum luciferase reporter growth, 96 h; note: potency is the fitted concentration of half-maximal effect; % is set by controls: 0 for no effect and ±100 for the full control effect
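Plates of compound plus infected erythrocytes (2% hematocrit, 0.05% parasitemia final) incubate 96 hours, 37 C, 5% CO2. Detection reagent added; reduced luminescence from the parasites' luciferase reporter flags inhibition.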
TbPYK inhibitor: qHTS of Trypanosoma Brucei Inhibitors. 410,000 compounds, 0.12% hits. TbPYK enzyme, Kinase-Glo Plus ATP luminescence, 45 min. Potency, µM (top dose mostly 76.8 µM), without a hit: at the highest dose activity, negative = inhibition, most hits filed as inhibitors. pyruvate kinase (Trypanosoma brucei), Q57TT1; note: potency is the fitted concentration of half-maximal effect; % is set by controls: 0 for no effect and ±100 for the full control effect; nearly all actives have a fitted effect of over 50% in size
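ADP (130 uM final) triggers the TbPYK reaction after compound addition; incubation is 45 min at room temperature. Kinase-Glo Plus is then added and luminescence imaged. Normalized data are fitted to concentration-effect curves.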
* = called active by the depositor; ? = inconclusive; . = not tested or not shown; & = joins results of further samples; [ ] = another dose, or the depositor's remark. Unless noted, calls come from the whole dose curve; as a rule, active = well fitted curve in the direction sought with a large enough effect; inconclusive = small, poorly fitted or top-dose-only effect, or another doubt; inactive = no such curve, though single readings can be large; an effect the other way counts as inactive or inconclusive.

SMILES | Pf growth 48h | Cycloheximide cs | Shiga inhibitor | LmPK inhibitor | AmpC inh no detg | Pf growth 96h | TbPYK inhibitor
CC(=O)Oc1ccc(C2OC(=O)c3ccccc3N2C(C)=O)cc1 (centres undefined) | . | -0.8 | -12.3 | -23.8% | -17.3% | -8.2% | ?
COc1ccc(OC)c(NC(=O)/C=C/c2ccc(S(=O)(=O)N3CCOCC3)cc2)c1 | 11.7µM* | . | . | . | 38.3% | 2.94µM* | 3.0%
Fc1ccc(-c2csc3ncnc(Nc4ccc(N5CCOCC5)cc4)c23)cc1 | -23.0% | -3.6 | -10.0 | 5.0% | 93.7%[activator] | ? | 2.0%
O=C(NC1CCCC1)C(c1ccsc1)N(C(=O)Cc1cccs1)c1cccc(F)c1 (centres undefined) | 33.0% | -2.1 | 1.9 | 0.3% | -23.3% | 19.9% | -23.4%
Cc1cccc(-n2nc([N+](=O)[O-])c(N3CCN(C(=O)c4ccco4)CC3)[n+]2[O-])c1 | 0.7% | 1.1 | 13.2 | 0.4% | 20.7% | ? | 2.8%
Cc1nnsc1-c1nnc(SCC(=O)c2ccccc2)n1C1CC1 | -17.9% | 12.1 | 12.9 | -0.6% | -5.2% | ? | -8.6%
CCc1nn2c(N3CCOCC3)cc(C)nc2c1-c1ccccc1 | 0.7% | -3.6 | -1.8 | 2.1% | -9.8% | -9.6% | 5.6%
CC1CC(C)CN(C(=O)CCc2ccccc2)C1 (centres undefined) | 18.9% | 0.1 | -12.0 | 1.5% | 1.6% | ? | -14.0%
CC(=O)/C(=N/Nc1ccccc1)Sc1nnc(C(O)c2ccccc2)n1-c1ccccc1 (centres undefined) | -17.2% | -2.9 | -14.6 | -5.6% | -1.2% | ? | -17.3%
Cc1cc(=O)n2c3ccccc3n(CC(O)CN3CCCCC3)c2c1C#N (centres undefined) | 5.1% | 1.3 | 12.8 | -1.0% | -18.3% | ? | 3.8%
CCCCCc1cc(=O)oc2c(C(CCN(CC)CC)c3ccc(OC)cc3)c(OC)cc(OC)c12 (centres undefined) | 3.29µM* | -8.4 | -23.3 | 1.2% | 182.4%[activator] | 1.85µM* | 2.3%
C=CCNC(=S)NNC(=O)c1cc(C)nc2ccccc12 | -0.1% | 1.4 | -1.7 | 7.4% | -18.7% | -13.3% | -7.7%
c1ccc(CSc2ccc(-c3cccs3)nn2)cc1 | 200.3%[activator] | 31.0* | 40.1* | -4.7% | -23.0% | 155.5%[activator] | -12.1%
CC1CCN(C(=O)c2cc(-c3ccccc3O)on2)CC1 | . | 39.0* | 85.4* | 2.8% | -15.7% | 0.7% | -2.7%
O=C(NCCc1ccc(Cl)cc1)c1cc2ccccn2n1 | -12.5% | 24.7* | 60.2 | -0.8% | -14.5% | 11.3% | 0.5%
Cc1ccc(Sc2ccc(/C=C3/C(=O)NN(c4ccccc4)C3=O)o2)cc1 | -9.7% | -1.2 | -2.6 | -5.2% | -52.9% | 30.7%[activator] | -0.1%
CCCCn1c(SCC(=O)NCc2ccco2)nc2c(sc3ccccc32)c1=O | . | 15.0 | 18.4 | -4.8% | -19.3% | 39.0% | -15.1%
COc1cccc(OC)c1OCC(C)CNCC1CCCO1 (centres undefined) | 6.1% | 2.7 | -23.0 | -2.5% | -6.5% | ? | -9.5%
COc1cc(SC)ccc1C(=O)Nc1ncc(Cl)cc1Cl | 111.7%[activator] | 34.6* | 79.3* | 4.4% | -23.4% | 155.9%[activator] | -5.3%
CC(=O)Nc1ccc(S(=O)(=O)N(C)CC(=O)Nc2nc3ccccc3[nH]2)cc1 | ? | . | . | . | -15.6% | -23.3% | 5.6%
CCOC(=O)c1[nH]c2ccc(C)cc2c1NC(=O)CN1CCCCC1 | ? | -2.3 | -5.2 | 5.9% | -22.3% | 35.1%[activator] | -6.7%
Cn1[nH]c(C(F)(F)F)cc1=O | ? | -3.7 | -8.5 | -1.0% | -0.8% | ? | -8.4%
O=C(CC1NCCNC1=O)Nc1ccc2c(c1)OCCO2 (centres undefined) | . | 15.6 | -3.2 | -1.6% | -8.0% | -15.8% | 0.3%
Cc1nc2ccc(C(=O)c3ccccc3)cc2[nH]1 | 139.5%[activator] | 34.3* | 52.9* | -3.2% | -25.8% | 100.3%[activator] | ?
CC(=O)c1ccc(N2CCC(C)CC2)c(F)c1 | 22.9% | 28.8* | 40.7 | -7.6% | -6.1% | 69.5%[activator] | -1.3%
O=C(OC1CCOC1=O)C1CCN(S(=O)(=O)c2c(Cl)cccc2Cl)CC1 (centres undefined) | ? | . | . | . | -8.1% | 9.0% | -2.1%
CCN1C(=O)CC(c2ccco2)Sc2ccccc21 (centres undefined) | -5.0% | 1.8 | -9.1 | -0.1% | -3.7% | . | -8.7%
Cc1nc(SCC(=O)O)c(C#N)c(C)c1CC(=O)c1ccccc1 | 14.8% | -6.0 | -9.3 | 0.9% | -10.3% | ? | ?
COc1cc(OC)c(C(=O)N2CCCC2)cc1OC | ? | 1.3 | -5.2 | 0.9% | 213.3%[activator] | ? | -2.6%
O=C(Cc1cccc(NC(=O)C2CCCN(C(=O)C3CC3)C2)c1)Nc1cccc(C(=O)N2CCCC2)c1 (centres undefined) | ? | . | . | . | 34.7% | ? | -2.2%
COc1ccc(CNC(=O)[C@H](Cc2ccccc2)NC(=O)C2CCN(C(=O)[C@H](C)N)CC2)cc1 | -7.3% | -2.9 | -3.0 | -9.0% | -1.7% | 10.1% | -11.5%
C=CCN=C(NC#N)SCc1ccccc1 | 23.2% | -3.1 | -14.8 | -0.6% | -13.9% | 14.2% | 1.8%
CCn1c(SCC(=O)N2CCN(c3ccccc3)CC2)nnc1-c1c[nH]c2ccccc12 | ? | -1.0 | -2.7 | 3.6% | 0.7% | ? | -8.1%
Cc1cc(=O)oc2cc(OCC(=O)OCC(=O)NCCc3ccccc3)ccc12 | ? | 1.4 | -1.6 | 4.9% | -7.9% | -23.5% | -5.4%
COc1ccc(CNC(=O)CSc2nnc3c(n2)[nH]c2ccc(C)cc23)cc1 | 2.8% | -0.9 | -13.4 | -1.0% | -0.4% | -1.9% | 9.3%
Cc1ccc(C(=O)C2CCN(CC(=O)Nc3ccccc3C)CC2)cc1 | 13.4% | -4.4 | 2.2 | 0.2% | 60.5%[activator] | 39.2%[activator] | 1.9%
N#Cc1ccc(-c2ccc(OCC(=O)NCC(=O)Nc3ccc(F)c(F)c3F)cc2)cc1 | 5.1% | 1.7 | 9.3 | 1.0% | -22.7% | -1.6% | -5.8%
CSc1ccccc1NC(=O)c1ccccc1N(C)S(C)(=O)=O | -0.9% | 6.9 | -16.4 | -0.3% | 0.0% | 11.0% | -2.4%
COc1ccc(OCC(O)CNS(=O)(=O)c2ccc(NC(C)=O)cc2)cc1 (centres undefined) | ? | -0.7 | -7.1 | 0.3% | -15.1% | ? | -5.6%
Cc1ccc(OCC(=O)N2CC3(C)CC2CC(C)(C)C3)cc1 (centres undefined) | ? | 0.6 | -2.3 | 0.8% | 27.8% | 1.4% | -0.7%
CCCOc1cc(C)c(Cl)cc1S(=O)(=O)N(CC)CC | ? | -2.9 | 15.6 | 3.9% | -8.4% | ? | 0.4%
Cn1c(SCC(=O)N2CCc3ccccc32)nc2cccnc21 | -11.3% | 0.9 | -0.9 | 3.7% | 27.8% | ? | -23.4%
CNC(=O)c1ccc(-c2ccccc2)s1 | 3.3% | 34.1* | 69.2* | -12.5% | -8.6% | 107.1%[activator] | -1.9%
Cc1ccc(S(=O)(=O)N2CCN(C(=O)c3ccc(Br)o3)CC2)c(C)c1 | 6.57µM* | -0.6 | -5.5 | 0.9% | 22.6% | ? | 0.5%
CC(C)Oc1ccc(C2C(C(=O)c3ccco3)=C(O)C(=O)N2Cc2cccnc2)cc1 (centres undefined) | 38.1%[activator] | 34.6* | 44.8* | -5.4% | -5.6% | . | -7.3%
COc1ccc(NC(=O)Nc2ccccn2)cc1OC | 55.6%[activator] | 33.8* | 62.4* | -7.7% | 0.2% | 166.5%[activator] | 4.6%
Cc1ccc(C(C(=O)NC2CCCC2)N(C(=O)CNC(=O)c2ccco2)c2ccccc2)o1 (centres undefined) | -16.8% | -2.5 | -5.7 | 5.6% | 0.8% | ? | 2.7%
COCc1nnc(NC(=O)CS(=O)(=O)Cc2ccccc2)s1 | 5.0% | 5.5 | 3.1 | 3.4% | -23.2% | . | -0.4%

A draw from above in order of molar mass, largest number first.
SMILES | Pf growth 48h | Cycloheximide cs | Shiga inhibitor | LmPK inhibitor | AmpC inh no detg | Pf growth 96h | TbPYK inhibitor
O=C(NC1CCCC1)C(c1ccsc1)N(C(=O)Cc1cccs1)c1cccc(F)c1 (centres undefined) | 33.0% | -2.1 | 1.9 | 0.3% | -23.3% | 19.9% | -23.4%
CSc1ccccc1NC(=O)c1ccccc1N(C)S(C)(=O)=O | -0.9% | 6.9 | -16.4 | -0.3% | 0.0% | 11.0% | -2.4%
COc1cc(SC)ccc1C(=O)Nc1ncc(Cl)cc1Cl | 111.7%[activator] | 34.6* | 79.3* | 4.4% | -23.4% | 155.9%[activator] | -5.3%
CC1CCN(C(=O)c2cc(-c3ccccc3O)on2)CC1 | . | 39.0* | 85.4* | 2.8% | -15.7% | 0.7% | -2.7%
CC1CC(C)CN(C(=O)CCc2ccccc2)C1 (centres undefined) | 18.9% | 0.1 | -12.0 | 1.5% | 1.6% | ? | -14.0%

Next section.
SMILES | Pf growth 48h | Cycloheximide cs | Shiga inhibitor | LmPK inhibitor | AmpC inh no detg | Pf growth 96h | TbPYK inhibitor
CCN(CC)S(=O)(=O)c1ccc(C(=O)N2CCN(C(=O)c3ccco3)CC2)cc1 | -16.5% | . | . | . | -1.6% | -15.4% | -1.8%
Cc1[nH]c2ccccc2c1C(=O)/C=C\c1ccccc1Cl | 52.7%[activator] | 35.9* | 24.0* | -0.9% | -19.7% | -26.8% | 7.1%
CCCCN(C)C(=O)Cn1cnc2sc(C)c(S(=O)(=O)N3CCN(c4ccccc4OC)CC3)c2c1=O | 11.7µM* | -6.3 | -2.6 | -3.6% | 1.1% | 3.0% | -0.5%&3.8%
O/N=C/c1ccccc1Oc1ccccc1 | 16.5% | 0.5 | 7.5 | -2.4% | -31.3% | 16.2% | -23.4%
COc1ccc(Nc2oc(-c3ccccc3F)nc2C#N)cc1 | 51.5%[activator] | 33.6* | 47.2* | 6.7% | -19.1% | -5.2% | -3.7%
COc1ccc(N2CCN(C3CC(=O)N(Cc4ccc(N5CCCC5=O)cc4)C3=O)CC2)cc1 (centres undefined) | ? | -3.2 | -7.8 | -2.8% | 3.8% | 28.9% | 2.9%
COc1ccc(-c2c(NCCc3ccccc3)c(=O)c2=O)cc1 | -1.7% | -0.2 | -4.1 | 5.3% | -2.5% | 13.4% | 4.9%
O=c1oc2ccccc2n1CCCCCn1c(=O)oc2ccccc21 | ? | 18.8 | 4.5 | 0.7% | -14.7% | ? | -2.0%
